Screening data from PubChem.
ERp5 inh = inhibitors of ERp5-driven insulin aggregation, primary screen, biochemical, turbidity, absorbance 650 nm, single point; inhibition, % at 9.99 µM; hit rate 0.05% among 350,000; AID 651711, 2012; Protein disulfide-isomerase A6 (Homo sapiens), Q15084; 90 min;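 active = mean replicate inhibition above about 25%, with every replicate also reaching it, limit read from the data, passing the limit was not always enough; inconclusive = only one of those two criteria met; inactive = neither criterion met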
Target sequence (Q15084 whole entry, looked up): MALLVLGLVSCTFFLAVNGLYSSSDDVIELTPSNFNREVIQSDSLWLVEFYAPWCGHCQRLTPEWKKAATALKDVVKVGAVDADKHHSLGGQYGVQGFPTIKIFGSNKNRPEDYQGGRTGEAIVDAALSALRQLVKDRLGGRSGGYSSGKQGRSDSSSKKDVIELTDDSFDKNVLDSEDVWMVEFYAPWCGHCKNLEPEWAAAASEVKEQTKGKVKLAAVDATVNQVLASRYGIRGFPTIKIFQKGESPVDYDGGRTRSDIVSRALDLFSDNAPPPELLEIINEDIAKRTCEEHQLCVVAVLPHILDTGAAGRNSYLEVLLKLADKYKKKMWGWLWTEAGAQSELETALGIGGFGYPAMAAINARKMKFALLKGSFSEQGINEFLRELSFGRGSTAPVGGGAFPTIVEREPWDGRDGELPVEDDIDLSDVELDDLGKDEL
SIRT5 block = SIRT5 desuccinylase inhibitors, primary screen, biochemical, fluorescence imaging, single point, set 5; Purified SirT5, succinyl-peptide AMC, trypsin-coupled fluorescence; hit rate 1.1% among 330,000; NAD-dependent protein deacylase sirtuin-5, mitochondrial (Homo sapiens), Q9NXA8; AID 652115, 2013; inhibition, % at 15 µM; in the data active = inhibition above about 15%; inconclusive = no clear call, values can overlap the other calls
Target sequence (Q9NXA8 whole entry, looked up): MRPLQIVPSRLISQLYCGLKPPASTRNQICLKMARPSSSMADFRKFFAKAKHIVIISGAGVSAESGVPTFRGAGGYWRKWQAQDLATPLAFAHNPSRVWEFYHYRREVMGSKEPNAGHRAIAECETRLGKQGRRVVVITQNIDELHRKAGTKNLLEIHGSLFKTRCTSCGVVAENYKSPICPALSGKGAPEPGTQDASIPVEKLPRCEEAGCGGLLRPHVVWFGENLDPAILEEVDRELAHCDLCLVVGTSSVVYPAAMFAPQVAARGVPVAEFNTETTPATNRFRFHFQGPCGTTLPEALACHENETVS
C2C12 statin = suppressors of statin myotoxicity in C2C12 myotubes, primary screen, cell-based, single point, plate reader | C2C12 myotubes + simvastatin, ATP luminescence, 48 h; scaled: DMSO 0, geranylgeraniol control 100 | rescue of ATP level, % at 7.49 µM | hit rate 0.78% among 330,000 | AID 602340, 2012;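 active = mean ATP rescue above about 67%, or every replicate alone reaching that limit, limit read from the data, passing the limit was not always enough; inconclusive = no clear call, values can overlap the other calls; inactive = mean under the limit and some replicate under it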;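 also: myotubes were challenged with 10 µM simvastatin during compound exposure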
S100A4 MyoIIA = inhibitors of S100A4-myosin IIA peptide binding, primary screen, biochemical, fluorescence polarization, TAMRA-MyoIIA peptide | Protein S100-A4 (Homo sapiens), P26447 | inhibition, % at 10.7 µM | AID 652163, 2013 | hit rate 0.14% among 360,000;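 active = mean inhibition of at least 70% across replicates, with every replicate also reaching that level; inconclusive = mean inhibition reaches 70% but some replicates fall short; inactive = mean inhibition below 70%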
Target sequence (P26447 whole entry, looked up): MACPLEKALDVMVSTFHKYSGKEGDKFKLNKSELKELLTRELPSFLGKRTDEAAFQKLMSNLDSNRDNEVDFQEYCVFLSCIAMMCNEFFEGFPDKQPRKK
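Compound dosing: one dose per compound; test system: human S100A4 monomer with TAMRA-labelled myosin IIA peptide; probe or stimulus: TAMRA-labelled myosin IIA heavy-chain peptide probe, 5 nM; medium: HEPES buffer with Ca2+, pH 7.2; schedule: 5 min incubation before reading; benchmarks: neutral control DMSO, positive control TFP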
DENV2 CPE = inhibitors of DENV2 cytopathic effect, primary screen, cell-based, plate reader, single concentration. hit rate 1.7% among 350,000. AID 651640, 2012. DENV2-infected cells, cytopathic effect rescue. CPE inhibition, % at 9.99 µM; in the data active = CPE inhibition above about 20%, passing the limit was not always enough; inconclusive = no clear call, values can overlap the other calls; tested in BHK-21 cells;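 also: 0% = median of neutral control wells and 100% = median of positive control wells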
PglD DTNB = C. jejuni PglD acetyltransferase inhibitors, primary screen, biochemical, DTNB colorimetric, single point. purified PglD enzyme, DTNB colorimetric CoA detection. inhibition, % at 12.5 µM. UDP-N-acetylbacillosamine N-acetyltransferase PglD (Campylobacter jejuni). AID 602405, 2012. hit rate 0.098% among 360,000; in the data active = inhibition above about 16%, passing the limit was not always enough; inconclusive = no clear call, values can overlap the other calls; also: strong numbers were not always called active
E-selectin induc = E-selectin induction in HUVECs, primary screen, imaging, HUVEC, immunofluorescence imaging, single point; activation, % at 7.58 µM; normalized: neutral wells 0, TNF-alpha wells 100; hit rate 0.37% among 260,000; AID 686992, 2013;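 active = mean E-selectin-positive cell signal at least 10% of the positive control, reached in at least 60% of replicates, without over 20% cell loss; inconclusive = no rule given, readout overlaps actives, possibly toxicity-flagged; inactive = the rest, including those meeting only one limit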;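 also: in these data hits start at about 27%; measured in HUVEC primary endothelial cells; signal is the percent of cells scored E-selectin positive by PE staining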
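Assay system: HUVEC, human umbilical vein endothelial cells / Amount: 3,000 HUVEC/well / Controls: TNF-alpha positive control, DMSO neutral control / Compound dosing: single concentration / Medium: EGM-2 over gelatin coat / Evaluation: percent E-selectin-positive cells / Signal: immunofluorescence imaging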
Active calls of the source: *; ? = inconclusive; . = no result given; & = joins results of further samples.

Value order: ERp5 inh	SIRT5 block	C2C12 statin	S100A4 MyoIIA	DENV2 CPE	PglD DTNB	E-selectin induc
O=C(Nc1cccnc1)c1ccc(NS(=O)(=O)c2cccc([N+](=O)[O-])c2)cc1
 : -2	3	-5	1	-4	.	-0.1
Cn1c(CNC(=O)C2CCC(=O)N(CCc3cccc(F)c3)C2)nc2ccccc21 (centres undefined)
 : 7	-5	5	-1	-4	-4	1.8
COc1ccccc1-c1ccc([C@@H]2[C@@H](C#N)N(C(=O)c3cccnc3)[C@@H]2CO)cc1
 : -1	0	-10	-6	6	-4	-0.2
CN(C(=O)Nc1ccc(Cl)cc1)n1cnc2ccccc2c1=O
 : -1	-6	.	-11	-13	0	0.3
C[C@@H]1CCCCO[C@@H](CN(C)Cc2ccncc2)[C@H](C)CN([C@H](C)CO)C(=O)c2cc(NS(=O)(=O)c3cccs3)ccc2O1
 : 11	1	.	10	-7	1	-0.2
COc1ccc(C(=O)COC(=O)CCNS(=O)(=O)c2ccc(NC(C)=O)cc2)c(OC)c1
 : 2	0	-3	0	6	1	0.0
COc1ccc(OCC(=O)NC(=S)Nc2ccc(S(=O)(=O)Nc3cc(C)on3)cc2)cc1
 : -1	-1	-10	-3	-5	4	0.8
O=C(Cn1nc(-c2ccc(Cl)cc2)ccc1=O)NCC1COCCO1 (centres undefined)
 : 1	18*	19	3	5	0	-0.1
O=C(N[C@@H]1CC[C@@H](CCNC(=O)C2CCOCC2)O[C@@H]1CO)c1ccncc1
 : -3&-1	4&-6	-18	20&-7	?	1	0.2&-4.8
CCOC(=O)c1[nH]cnc1C(=O)Nc1ccc(Cl)cc1
 : -3	-14	.	-1	-4	.	-1.3

Reprinted from the part before: 2 entries, then new ones.
Value order: ERp5 inh	SIRT5 block	C2C12 statin	S100A4 MyoIIA	DENV2 CPE	PglD DTNB	E-selectin induc
O=C(N[C@@H]1CC[C@@H](CCNC(=O)C2CCOCC2)O[C@@H]1CO)c1ccncc1
 : -3&-1	4&-6	-18	20&-7	?	1	0.2&-4.8
CCOC(=O)c1[nH]cnc1C(=O)Nc1ccc(Cl)cc1
 : -3	-14	.	-1	-4	.	-1.3
CCOc1cc(N2CCOCC2)c(OCC)cc1NS(=O)(=O)c1cc(NC(C)=O)ccc1OC
 : -3	2	7	-1	5	1	.
CN(C1CCS(=O)(=O)C1)S(=O)(=O)c1ccc(N2CCCC2=O)cc1 (centres undefined)
 : -1	-2	-3	-1	1	0	.
CC1(C(=O)NS(=O)(=O)Cc2ccccc2)CCN1C(=O)C1(c2ccc(Cl)cc2)CC1 (centres undefined)
 : 5	.	-2	-2	10	0	0.0
N#C[C@H]1[C@H](c2ccccc2)[C@H](CO)N1C(=O)CCN1CCCCC1
 : 2	1	-15	-1	-3	3	-0.2
COc1ccc(CN2C(=O)C(Cc3ccccc3)Nc3ncnc(N4CCN(c5ccccc5)CC4)c32)cc1 (centres undefined)
 : -7	-5	9	-3	11	-1	-0.1
Cc1ccc(-c2cc(-c3ccccc3)nc(N(C)N)n2)cc1
 : 0	5	25	5	7	-2	.
COc1cccc(OC2(C)CCN(Cc3cccn3-c3nccs3)C2)c1 (centres undefined)
 : -1	-3	5	-8	8	-6	0.1
CCC(CC)C(C(=O)NCc1ccccc1)N1CCN(CCN2CCOCC2)CC1 (centres undefined)
 : -2	-7	.	1	-2	.	5.0
Cn1nc(C(=O)Nc2ccc3c(c2)OCCO3)c2ccccc2c1=O
 : -10	3	0	0	-5	0	.
O=C(CNS(=O)(=O)c1ccc2c(c1)OCCCO2)N1CCN(c2ccc(F)cc2)CC1
 : 7	0	-4	4	4	-1	.

Value order: ERp5 inh	SIRT5 block	C2C12 statin	S100A4 MyoIIA	DENV2 CPE	PglD DTNB	E-selectin induc
Cc1cccc(-n2c(O)c(C=Nc3ccccc3)c3ccccc3c2=O)n1
 : 14	0	14	7	4	1	.
O=C(CN1CCN(S(=O)(=O)c2ccc(Br)cc2)CC1)N/N=C/c1ccccc1C(=O)O
 : 2	3	15	2	2	0	.
CC(=O)N1CCc2cc(S(=O)(=O)CCC(=O)NCc3ccc(Cl)cc3)ccc21
 : 0	-3	-15	1	8	-6	.
Cc1cc(C(=O)N2CCCC(CCC(=O)N3CCN(c4ccccn4)CC3)C2)c(C)o1 (centres undefined)
 : -1	-2	-2	1	-3	-1	.
CC(=O)c1ccc(C2CC(OCCF)=CC(=O)O2)cc1 (centres undefined)
 : -3	3	.	-4	12	.	4.4
Nc1ccc2nc3c(=O)n(CCc4ccccc4)c(=O)[nH]c3nc2c1
 : -1	0	.	7	0	3	.
COc1cccc(OCc2cc(C(=O)N(C)Cc3nccn3C)no2)c1
 : 1	2	1	-1	-1	-2	.
C[C@H]1CN([C@@H](C)CO)S(=O)(=O)c2ccc(C#CCN(C)C)cc2O[C@H]1CN(C)Cc1ccccc1F
 : 4	5	-37	-9	2	-1	-0.4
O=C(NCC[C@@H]1CC[C@@H](NS(=O)(=O)Cc2ccccc2)[C@@H](CO)O1)C1CC1
 : 1&6	-2	7	?	?	2	0.1&-0.3
CSc1cccc(NC(=O)c2nnn(CC(=O)Nc3cc(C)cc(C)c3)c2N)c1
 : -8	-6	3	-7	?	0	.

Value order: ERp5 inh	SIRT5 block	C2C12 statin	S100A4 MyoIIA	DENV2 CPE	PglD DTNB	E-selectin induc
C/C=C/c1cnc2c(c1)C(=O)N([C@H](C)CO)C[C@@H](C)[C@H](CN(C)C(=O)C1CCCCC1)O2
 : 1	-2	4	-20	1	7	0.1
O=C(Oc1cc(=O)oc2ccccc12)c1ccco1
 : .	.	12	.	.	0	-1.7
CCC1CCCCN1C(=O)COc1ccc(N(C)S(=O)(=O)c2ccc(C)cc2)cc1 (centres undefined)
 : 8	0	.	0	-3	-1	.
CN(C)CC(=O)Nc1ccc2c(c1)[C@@H]1C[C@@H](CC(=O)NCc3ccc(-c4ccccc4)cc3)O[C@H](CO)[C@@H]1O2
 : -8	-1	-1	-10	-3	3	-0.3
CCOC(=O)[C@]12CCCC=C1N(Cc1ccc(Cl)cc1Cl)C(=O)[C@H](CC(=O)N1CCN(C(=O)C3CC3)CC1)C2
 : -11	-4	.	0	2	.	.
C/C(=N\NC(=O)c1cc2c(s1)CCC(C)C2)c1ccc[nH]1 (centres undefined)
 : -17	-2	0	22	?	0	.
O=C(C[C@H]1CC[C@H]2[C@@H](COC[C@H](O)CN2S(=O)(=O)c2ccc(Cl)cc2)O1)NCCN1CCCCC1
 : -2	1	.	0	-4	.	0.1
CCOC(=O)C1(C)CCCN(C(=O)c2ccccc2)C1 (centres undefined)
 : 1	6	-11	-4	12	10	0.3
CC(=O)N(C)C[C@@H]1Oc2cc(C#CCN(C)C)ccc2S(=O)(=O)N([C@H](C)CO)C[C@@H]1C
 : 3	0	-17	12	-5	2	3.2
Cn1c(=O)cc(OCC(=O)N2CCN(c3cccc(C(F)(F)F)c3)CC2)c2ccccc21
 : .	.	-21	.	.	-5	1.8

Value order: ERp5 inh	SIRT5 block	C2C12 statin	S100A4 MyoIIA	DENV2 CPE	PglD DTNB	E-selectin induc
Cc1ccc(NS(=O)(=O)c2ccc(C)c(NC(=S)NCCN3CCOCC3)c2)c(C)c1
 : 1	2	-1	-1	10	0	0.5
CCOC(=O)N1CCN(Cc2cn[nH]c2-c2cccc3ccccc23)CC1
 : 2	1	14	2	0	.	-1.4
Cc1noc(C)c1S(=O)(=O)Nc1ccc2c(c1)C(=O)N([C@@H](C)CO)C[C@@H](C)[C@H](CN(C)Cc1ccc(C(=O)O)cc1)O2
 : 4	-1	36	1	?	0	-2.4
COc1ccc(CN2CCCC(CNC(=O)c3ccc(F)cc3)C2)cc1OC (centres undefined)
 : -5	0	.	-4	3	.	.
CCN(CC)S(=O)(=O)c1ccc(NS(=O)(=O)c2ccc3oc(=O)[nH]c3c2)cc1
 : 1	-1	.	-2	-4	4	0.8
O=C(COC(=O)c1cccc(Br)c1)NCCc1ccccc1
 : 5	-1	3	-4	.	-5	-4.3
O=C(Cn1c(=O)oc2cc(S(=O)(=O)N3CCCC3)ccc21)N1CCN(c2ccccc2F)CC1
 : 1	10	-5	-8	-6	1	?
CCOc1ncccc1C(=O)OCC(=O)NC1CC1
 : 2	0	9	-1	6	-2	.
CCCCC(=O)N(C)c1c(CC)nc2c(OCc3ccc(S(C)(=O)=O)cc3)cccn12
 : 1	.	10	-1	8	5	-0.1
CC(C(=O)NN=C(c1ccccc1)c1ccccc1)N1CCOCC1 (centres undefined)
 : 1	0	.	1	.	.	.

Value order: ERp5 inh	SIRT5 block	C2C12 statin	S100A4 MyoIIA	DENV2 CPE	PglD DTNB	E-selectin induc
CCNC(=O)C[C@@H]1C=C[C@H](NS(=O)(=O)c2ccc(C)cc2)[C@@H](CO)O1
 : 1	0	21	0	4	-1	-0.3
O=C(COC(=O)c1ccncc1)Nc1ccc2c(c1)OCO2
 : -3	-2	2	-18	-6	-5	0.0
C[C@H](CO)N1C[C@H](C)[C@@H](CN(C)C(=O)Nc2ccccc2)Oc2ccc(NC(=O)C3CC3)cc2C1=O
 : 1&3	4&4	7&-6	6&-2	-2&-2	4&3	?
COc1ccc(-c2cc(C(=O)Nc3ccc(C)c(N)c3)c3ccccc3n2)cc1
 : -4	-3	7	-5	14	-5	.
C/C=C/c1ccc([C@H]2[C@@H](CO)N(C(=O)NCCC)[C@@H]2CNC(=O)C2CCC2)cc1
 : .	.	-3	.	-11	5	0.1
COc1ccc(C2(C)NC(=O)N(CC(=O)NCC(=O)Nc3ccc(F)c(F)c3F)C2=O)cc1OC (centres undefined)
 : 6	-1	3	-10	-2	0	-0.3
C[C@@H]1CN([C@@H](C)CO)C(=O)c2cc(NC(=O)Nc3ccc4c(c3)OCO4)ccc2O[C@H]1CN(C)S(C)(=O)=O
 : 4	4	25	2	3	5	.
COC(=O)[C@@H](C)NC(=O)c1ccc2oc(CCc3ccccc3)nc2c1
 : 2	2	-2	-7	0	-11	.
Cc1ncc(CN2CCC(CO)(CCOc3ccccc3)CC2)s1
 : -1	-3	-2	-9	-1	-1	-1.2
CC(C)C#Cc1ccc2c(c1)O[C@H](CN(C)Cc1ccccc1)[C@@H](C)CN([C@@H](C)CO)S2(=O)=O
 : 0	8	-21	30	0	-3	2.8
CC(NC(=O)C[n+]1cccc(Br)c1)c1ccccc1 (centres undefined)
 : 0	-5	-6	-7	-5	-12	0.0
CCOc1cccc(=O)c2c(C)n(-c3ccc(C(=O)O)cc3)c(C)c12
 : -2	29*	-12	-1	.	-1	-2.5

A portion of the library; rates above refer to the full screens.
